# MRP resist rev = MRP-mediated drug resistance reversal; AID 602; differential viability (reversal), % at 10 µM; hit rate 0.04% among 85,000; H69AR cells + 2 uM doxorubicin, CellTiter-Glo, 72 h;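 active = viability drop by adding the cancer drug above about 55%, with treated viability meeting a 40% cutoff, limit read from the data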;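 note: viability without doxorubicin minus viability with 2 µM doxorubicin for each compound; larger differential means the compound sensitizes cells more to doxorubicin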
# MRP resist rev cytotoxicity = also measured in MRP resist rev; calls as there; viability, %; H69AR cells, CellTiter-Glo, 72 h; measured here: cytotoxicity without doxorubicin
# MRP resist rev with doxorubicin = recorded beside MRP resist rev, whose call it bears; viability, %; measured here: viability with 2 uM doxorubicin; active compounds read low
# * hit, by the source's call.
No. | structure | MRP resist rev | MRP resist rev cytotoxicity | MRP resist rev with doxorubicin
1 | C[C@]12CC[C@@H](O)C[C@@H]1CC[C@@H]1[C@@H]2CC[C@]2(C)[C@@H](O)CC[C@@H]12 | 1 | 82 | 81
2 | C[N+]1(C)CCN(c2ccccc2)CC1 | 2 | 97 | 95
3 | CNCCc1c[nH]c2ccccc12 | -3 | 89 | 91
4 | N[C@@H](Cc1cc(Br)c(O)c(Br)c1)C(=O)O | -5 | 97 | 102
5 | Cc1ccnc(-n2c(C)nc3ccccc3c2=O)c1 | -11 | 87 | 98
6 | CC(=O)[C@H]1CC[C@H]2[C@@H]3CC[C@H]4C[C@H](O)CC[C@]4(C)[C@H]3C(=O)C[C@]12C | 6 | 95 | 89

# Screens (PubChem BioAssay)

# A portion of the library; the hit share may differ from the screen's.
